# SKN-1 inh – inhibitors of C. elegans SKN-1 | C. elegans VP596 Pgst-4::GFP/RFP ratio, acrylamide-induced, 24 h | inhibition, % at 21.8 µM | 0.49% of 360,000 active | AID 624304;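 active means interference check ratio from 0.5 to 1.5 plus GFP to RFP signal ratio inhibition reaching or exceeding a fixed threshold, cut at about 30% in these data, passing the limit was not always enough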; further: some compounds called inactive have numbers as strong as hits
# MLLE-PAM2 inh – blocks PAM2 peptide binding to the PABP1 MLLE domain. inhibition, % at 20 µM. 0.36% of 360,000 active. P11940. GST-MLLE / FITC-PAM2 fluorescence polarization; in the data active means inhibition above about 35%, passing the limit was not always enough;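 further: plate controls were DMSO wells with GST-MLLE for no effect and wells lacking GST-MLLE protein for full effect; some results filed as inactive read as strong as hits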
# MT1-MMP act inh – blocks activation of human MT1-MMP. P50281. HT1080 RFP-PRO-GFP cells, GFP/RFP ratio fluorescence, overnight; percent of plate control window, DMSO zero. GFP/RFP ratio change, % at 20 µM. 0.061% of 360,000 active. AID 651647;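 active means GFP/RFP ratio change of at least 30% with cell ATP level not reduced by more than half and red fluorescence within 50% of control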; further: strong numbers were not always called active
#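 Compound: 20 µM single dose, 1% DMSO / System: HT1080 RFP-PRO-GFP cells / Controls: DMSO and RFP-L50D-GFP cell wells / Read-out basis: GFP/RFP fluorescence ratio / Schedule: overnight compound exposure at 37 °C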
# FAS TE block – inhibitors of human fatty acid synthase thioesterase domain; P49327; recombinant FAS-TE, OMFH fluorogenic substrate, fluorescence endpoint; inhibition, % at 15 µM; 0.67% of 360,000 active; AID 602261;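 active means compounds whose normalised, plate-corrected inhibition of enzyme fluorescence in the single-dose primary screen is 50% or more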;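 further: 0% = DMSO with enzyme and 100% = substrate without enzyme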
# eLon inh – E. coli protease La inhibition | 0.42% of 360,000 active | P0A9M0 | AID 602123 | inhibition, % at 7.94 µM | purified E. coli Lon protease, fluorescence polarization; in the data active means inhibition above about 13%, passing the limit was not always enough;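 further: 0% = enzyme with probe and DMSO and 100% = no enzyme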
# MsrA act – activates bovine MsrA enzyme; purified bovine MsrA, absorbance read-out; AID 602163; activation, % at 10.6 µM; 0.3% of 360,000 active; in the data active means activation above about 7.5%;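 further: 0% = vehicle and 100% = reference activator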
# Neddyl block – inhibitors of human cullin neddylation; P61081+Q13564; TR-FRET cullin neddylation, biochemical; calls only at 25 µM; 0.58% of 360,000 active; AID 651699; in the data active means inhibition above about 36%
# Rin1-Abl PPI inh – blocks binding of human Rin1 to Abl | 0.4% of 360,000 active | inhibition, % at 7.35 µM | TR-FRET Rin1/Abl binding, biochemical | AID 588664; in the data active means inhibition above about 5%, passing the limit was not always enough
# Target sequence (P00519 whole entry, looked up): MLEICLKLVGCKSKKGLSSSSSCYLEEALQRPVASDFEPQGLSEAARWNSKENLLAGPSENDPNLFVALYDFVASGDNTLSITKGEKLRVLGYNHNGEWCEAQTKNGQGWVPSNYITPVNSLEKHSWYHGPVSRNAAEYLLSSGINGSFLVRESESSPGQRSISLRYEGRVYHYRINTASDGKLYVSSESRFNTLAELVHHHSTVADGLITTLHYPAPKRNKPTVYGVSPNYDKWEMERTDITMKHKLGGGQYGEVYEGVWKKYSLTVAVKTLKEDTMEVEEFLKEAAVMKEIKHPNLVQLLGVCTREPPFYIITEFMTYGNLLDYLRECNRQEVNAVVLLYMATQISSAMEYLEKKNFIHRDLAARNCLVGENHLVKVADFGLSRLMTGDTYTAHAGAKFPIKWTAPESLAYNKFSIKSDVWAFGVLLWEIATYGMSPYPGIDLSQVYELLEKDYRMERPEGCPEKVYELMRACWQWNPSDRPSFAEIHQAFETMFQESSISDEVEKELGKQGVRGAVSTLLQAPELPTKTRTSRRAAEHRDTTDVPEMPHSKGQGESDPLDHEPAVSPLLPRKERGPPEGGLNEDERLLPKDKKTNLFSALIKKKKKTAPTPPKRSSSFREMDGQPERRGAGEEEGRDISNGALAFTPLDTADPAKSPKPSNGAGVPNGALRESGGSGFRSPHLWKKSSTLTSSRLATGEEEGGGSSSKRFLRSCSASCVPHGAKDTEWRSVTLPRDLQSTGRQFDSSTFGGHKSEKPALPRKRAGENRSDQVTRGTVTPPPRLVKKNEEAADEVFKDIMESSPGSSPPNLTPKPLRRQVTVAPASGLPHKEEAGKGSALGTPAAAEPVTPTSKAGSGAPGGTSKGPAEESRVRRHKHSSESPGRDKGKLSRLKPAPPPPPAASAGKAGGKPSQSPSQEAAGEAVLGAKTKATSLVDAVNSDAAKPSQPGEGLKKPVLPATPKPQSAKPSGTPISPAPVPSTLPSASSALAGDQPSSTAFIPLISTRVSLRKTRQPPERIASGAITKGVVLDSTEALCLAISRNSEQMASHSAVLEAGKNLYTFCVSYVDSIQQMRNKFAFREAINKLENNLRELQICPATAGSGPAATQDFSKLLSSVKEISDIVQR
# Target sequence (Q13671 whole entry, looked up): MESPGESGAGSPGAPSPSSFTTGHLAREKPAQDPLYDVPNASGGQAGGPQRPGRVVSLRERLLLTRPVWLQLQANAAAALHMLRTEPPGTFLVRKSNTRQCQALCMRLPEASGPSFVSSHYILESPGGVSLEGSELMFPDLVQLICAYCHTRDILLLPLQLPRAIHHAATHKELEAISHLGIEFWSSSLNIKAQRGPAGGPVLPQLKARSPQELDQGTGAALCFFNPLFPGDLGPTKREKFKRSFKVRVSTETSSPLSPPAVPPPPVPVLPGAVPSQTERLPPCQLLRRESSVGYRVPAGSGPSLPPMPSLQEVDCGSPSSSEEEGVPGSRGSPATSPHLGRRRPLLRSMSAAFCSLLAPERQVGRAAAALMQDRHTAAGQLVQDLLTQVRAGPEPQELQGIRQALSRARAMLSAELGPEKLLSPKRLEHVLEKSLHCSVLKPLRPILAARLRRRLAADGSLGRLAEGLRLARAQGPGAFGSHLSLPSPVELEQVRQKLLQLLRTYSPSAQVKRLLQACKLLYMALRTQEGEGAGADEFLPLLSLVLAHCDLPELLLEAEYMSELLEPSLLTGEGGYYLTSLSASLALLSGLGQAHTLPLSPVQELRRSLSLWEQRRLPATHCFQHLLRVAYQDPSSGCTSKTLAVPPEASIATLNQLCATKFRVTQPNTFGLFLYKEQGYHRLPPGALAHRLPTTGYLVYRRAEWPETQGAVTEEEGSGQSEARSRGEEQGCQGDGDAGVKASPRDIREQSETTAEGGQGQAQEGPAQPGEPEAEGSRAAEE
# CendR NRP1 mod – NRP-1/CendR interaction modulation | inhibition, % at 25 µM | FAM-RPARPAR peptide binding to NRP-1, fluorescence polarization | O14786 | 0.85% of 360,000 active;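 active means inhibition or corrected inhibition above about 18%, plus a signal ratio from 0.5 to 1.5, limit read from the data, passing the limit was not always enough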; further: strong numbers were not always called active
# Active calls of the source: *; i = inactive; · = not tested or not shown.
No.	canonical_smiles	SKN-1 inh	MLLE-PAM2 inh	MT1-MMP act inh	FAS TE block	eLon inh
1	NC(=O)c1c(NC(=O)c2cc3ccccc3o2)sc2c1CCC2	13	16	-15	3	-10
2	C=CCNC(=S)NNC(=O)c1ccc(OC(C)C)cc1	-2	-33	3	-6	6
3	CC(=O)c1ccc(N(C(=O)c2csnn2)C(C(=O)NC(C)(C)C)c2cccs2)cc1 (centres undefined)	13	14	-1	-1	9
4	CCCN(CCC)C(=O)c1ccc2c(=O)n(Cc3ccco3)c(=S)[nH]c2c1	14	-74	1	3	-4
5	O=S(=O)(NCC1CCCO1)c1ccccc1F (centres undefined)	7	-2	3	-10	-5
6	Cc1ccc(CCNC(=O)CCNS(=O)(=O)c2ccc3c(c2)oc(=O)n3C)cc1	6	1	1	-1	6
7	O=C(C1CCCN(S(=O)(=O)c2ccccc2)C1)N1CCCc2ccccc21 (centres undefined)	-9	14	4	10	-13
8	Cc1cc(NC(=O)Cn2nc(C(F)(F)F)c3c2CCC3)n(-c2ccccc2)n1	-5	-3	-1	-8	-6
9	COc1ccc(C2NC(=O)CS2)cc1OC (centres undefined)	-19	5	17	-9	-3
10	Cc1cc(C)n(CC(O)COc2ccc(Cl)cc2Cl)n1 (centres undefined)	6	11	2	-1	-6
11	CC(C)=C1C2CCC1C1C(=O)N(CCc3ccccc3)C(=O)C21 (centres undefined)	-8	11	5	6	-11
12	O=C(COC(=O)c1sc2ccccc2c1Cl)Nc1ncc(Cl)cc1Cl	6	-11	3	-2	-4

No.	MsrA act	Neddyl block	Rin1-Abl PPI inh	CendR NRP1 mod
1	-4	·	0	-13
2	1	i	-2	20
3	-1	i	3	9
4	-4	i	4	-1
5	3	i	2	-4
6	-1	i	-4	-8
7	-1	i	1	9
8	-11	i	1	11
9	-12	i	3	-13
10	-2	i	-2	8
11	-3	i	5	-9
12	-8	i	-1	-17

# The list continues:
No.	canonical_smiles	SKN-1 inh	MLLE-PAM2 inh	MT1-MMP act inh	FAS TE block	eLon inh
13	Cc1cc(Cl)ccc1OCc1n[nH]c(=S)n1C1CCCCC1	5	-53	2	18	2
14	CCCCn1c(N)c(N(CCC(C)C)C(=O)c2cccc(N3C(=O)c4ccccc4C3=O)c2)c(=O)[nH]c1=O	19	-4	1	-5	6
15	CN(O)/C=C1\C(=O)Nc2ccccc21	16	11	-2	-9	3
16	Cc1ccc(Nc2nc(Nc3ccc(C)cc3)nc(SC3=NCCS3)n2)cc1	15	15	-9	32	5
17	CCOC(=O)CSc1cc(CS(C)(=O)=O)nc(-c2ccccn2)n1	8	4	0	-4	-10
18	C=CCNC(=O)c1ccc(-c2nc(-c3ccc(Cl)c(Cl)c3)cs2)cc1	-27	-8	2	0	-1
19	CCCC1(c2ccccc2)NC(=O)N(CC(=O)Nc2cc(C)ccc2OC)C1=O (centres undefined)	21	-1	-2	4	7
20	O=C(Nc1cccc(Br)c1)c1ccc2nc(N3C(=O)CCC3=O)sc2c1	13	-23	-2	12	-11
21	COC(=O)c1ccccc1NC(=O)c1cnn2c(C(F)F)cc(C3CC3)nc12	-1	-5	1	12	-5
22	Cc1cccc(C(O)c2ncc(-c3cccc(C(F)(F)F)c3)[nH]2)c1C (centres undefined)	20	3	-1	12	-3
23	O=C(c1cc(Cl)cc(Cl)c1)N1CCC2CC1c1cc(-c3ccc4c(c3)OCO4)ccc12 (centres undefined)	-5	9	5	20	-9
24	CCN(CC)c1ccc2c(c1)OC(N)=C(C#N)C2c1cccnc1 (centres undefined)	-8	-23	-147	-74	-391

No.	MsrA act	Neddyl block	Rin1-Abl PPI inh	CendR NRP1 mod
13	8.6*	i	0	-8
14	-1	i	3	-3
15	1	i	-2	4
16	-2	i	0	6
17	-3	i	0	4
18	-3	i	-6	7
19	0	i	0	2
20	-3	i	0	-4
21	-11	i	-3	9
22	2	i	-1	-1
23	-1	i	-5	14
24	1	i	-23	74

# Later entries:
No.	canonical_smiles	SKN-1 inh	MLLE-PAM2 inh	MT1-MMP act inh	FAS TE block	eLon inh
25	Cc1sc2nc(SCC(=O)N3CCN(CCO)CC3)n(-c3ccccc3)c(=O)c2c1C	17	2	-4	-5	-5
26	CC(NC(=O)C(Cc1ccccc1)N1C(=O)C2C3CCC(C3)C2C1=O)c1ccccc1 (centres undefined)	-20	-3	-2	2	-6
27	C[C@@H]1CN([C@@H](C)CO)C(=O)c2cc(NC(=O)Nc3ccc4c(c3)OCO4)ccc2O[C@H]1CN(C)S(=O)(=O)c1cn(C)cn1	17	-11	2	-6	-6
28	O=C(NCCC1=CCCCC1)NC12CC3CC(CC(C3)C1)C2	23	4	-3	11	-1
29	CC1CCCCN1CCCNc1ccc(C(CC(N)=O)NC(=O)c2ccccc2)cc1[N+](=O)[O-] (centres undefined)	4	0	2	-13	0
30	S=c1[nH]nc(-c2ccncc2)n1/N=C/c1cn(-c2ccccc2)nc1-c1ccc(Cl)cc1	-6	-118	-6	2	-1
31	C=CCn1c(SCC(=O)NCC2CCCO2)nnc1-c1ccncc1 (centres undefined)	-9	-6	13	-6	5
32	C=CCOc1cccc(C2/C(=C(/O)c3ccc4c(c3)CC(C)O4)C(=O)C(=O)N2CCN2CCOCC2)c1 (centres undefined)	-9	-16	-4	-7	10
33	COc1ccc(CCn2c(C(C)C)nc3c(c(=O)c4ccccc4n3C)c2=O)cc1	10	-2	-3	16	-11
34	CCOC(=O)C1CCCCN1Cc1ccccc1C(F)(F)F (centres undefined)	5	0	-4	-3	1
35	Nc1nc2nn(-c3ccccc3)nc2c(=O)[nH]1	-3	-8	2	-5	-11
36	COCCCN(C(=O)c1cccnc1SC)c1c(N)n(Cc2ccccc2)c(=O)[nH]c1=O	17	-7	3	-8	4

No.	MsrA act	Neddyl block	Rin1-Abl PPI inh	CendR NRP1 mod
25	-3	i	1	-7
26	-12	i	-4	0
27	2	i	5	11
28	-3	i	1	0
29	-2	i	-8	-19
30	-1	i	0	6
31	-12	i	1	-6
32	-10	i	-3	2
33	-2	i	-1	1
34	-2	i	1	-5
35	-3	·	0	-3
36	3	i	3	-1

# 2 of the compounds above, with each value named:
35. Nc1nc2nn(-c3ccccc3)nc2c(=O)[nH]1
  SKN-1 inh: -3
  MLLE-PAM2 inh: -8
  MT1-MMP act inh: 2
  FAS TE block: -5
  eLon inh: -11
  MsrA act: -3
  Neddyl block: ·
  Rin1-Abl PPI inh: 0
  CendR NRP1 mod: -3
36. COCCCN(C(=O)c1cccnc1SC)c1c(N)n(Cc2ccccc2)c(=O)[nH]c1=O
  SKN-1 inh: 17
  MLLE-PAM2 inh: -7
  MT1-MMP act inh: 3
  FAS TE block: -8
  eLon inh: 4
  MsrA act: 3
  Neddyl block: i
  Rin1-Abl PPI inh: 3
  CendR NRP1 mod: -1

# (further entries)
No.	canonical_smiles	SKN-1 inh	MLLE-PAM2 inh	MT1-MMP act inh	FAS TE block	eLon inh
37	COc1ccc(Br)cc1C(=O)Nc1cccc(C)c1C	-4	22	-1	4	-2
38	O=C(CN(c1ccc(F)cc1)S(=O)(=O)c1ccc2c(c1)OCCO2)Nc1cccnc1	6	-2	-1	1	-5
39	CN(C)C=NC(=O)c1cc(C(=O)c2ccccc2Cl)c[nH]1	-1	6	6	2	3
40	CCN(C[C@H]1N[C@@](CC)(C(=O)OC)[C@H]2C(=O)N(C)C(=O)[C@@H]12)S(=O)(=O)c1ccc(OC)cc1	-18	12	2	-12	-9
41	O=C1[C@H]2[C@@H](C(=O)N1c1cc(Cl)cc(Cl)c1)[C@]1(C(=O)Nc3ccccc31)N1CCC[C@@H]21	5	1	-5	3	-4
42	C/C(Cl)=C/CSc1nnc2n(N)c(=O)c3ccccc3n12	5	5	5	-2	0
43	O=C(CC1C(=O)NCCN1Cc1cccc(Oc2ccccc2)c1)NCCc1ccncc1 (centres undefined)	2	2	-2	-1	-5
44	CCCCOc1ccc(CSc2nncn2N)cc1	12	-13	3	2	4
45	O=C1CC=Nc2ccc([N+](=O)[O-])cc21	9	-5	-2	0	-1
46	CCN(CC)C(=O)Cn1cc(S(=O)(=O)CC(=O)NCc2ccc3c(c2)OCO3)c2ccccc21	-6	7	0	-4	10
47	CCNc1c(NC(C)=O)c(=O)oc2ccccc12	-6	11	1	-6	6
48	CCOC(=O)N1CCC(NC(=O)C(NS(=O)(=O)c2ccc3c(c2)CCN3C(=O)CC)C(C)C)CC1 (centres undefined)	-6	1	3	-1	2

No.	MsrA act	Neddyl block	Rin1-Abl PPI inh	CendR NRP1 mod
37	-7	i	-1	5
38	-1	i	0	-14
39	-1	i	1	-6
40	0	i	0	28*
41	-3	i	-1	-14
42	-1	i	-5	1
43	-1	i	0	10
44	-4	i	-1	4
45	-2	i	15*	4
46	-1	i	2	-7
47	3	i	0	1
48	0	i	0	3

# Reprinted, entries 45 to 48
No.	canonical_smiles	SKN-1 inh	MLLE-PAM2 inh	MT1-MMP act inh	FAS TE block	eLon inh
45	O=C1CC=Nc2ccc([N+](=O)[O-])cc21	9	-5	-2	0	-1
46	CCN(CC)C(=O)Cn1cc(S(=O)(=O)CC(=O)NCc2ccc3c(c2)OCO3)c2ccccc21	-6	7	0	-4	10
47	CCNc1c(NC(C)=O)c(=O)oc2ccccc12	-6	11	1	-6	6
48	CCOC(=O)N1CCC(NC(=O)C(NS(=O)(=O)c2ccc3c(c2)CCN3C(=O)CC)C(C)C)CC1 (centres undefined)	-6	1	3	-1	2

No.	MsrA act	Neddyl block	Rin1-Abl PPI inh	CendR NRP1 mod
45	-2	i	15*	4
46	-1	i	2	-7
47	3	i	0	1
48	0	i	0	3

# Later entries.
No.	canonical_smiles	SKN-1 inh	MLLE-PAM2 inh	MT1-MMP act inh	FAS TE block	eLon inh
49	Cc1ccc(C(=O)N/N=C/C2=Cc3ccccc3OC2C)cc1 (centres undefined)	20	0	0	10	-7
50	CC1(NC(=O)N2CCOCC2)CCS(=O)(=O)C1 (centres undefined)	-2	-9	1	-6	-11
51	CC(C)CNS(=O)(=O)c1ccc(NC(=O)Cn2nc(-c3ccc(F)cc3)ccc2=O)cc1	0	4	-2	-2	-12
52	CCOc1ccccc1N1CCN(C(=O)c2cccs2)CC1	8	-1	0	-4	1
53	C[C@@H]1CN([C@H](C)CO)C(=O)CCCn2nncc2CO[C@H]1CN(C)Cc1ccc2cccnc2c1	4	-6	1	-9	6
54	N#C/C(=C\c1cccc([N+](=O)[O-])c1)C(=O)NCc1ccc(Cl)cc1	6	15	-1	74*	15
55	Cc1c(N=NC2=C(O)CCCC2=O)c(=O)n(-c2ccccc2)n1C	9	-10	3	-2	3
56	COc1ccc(NC(=O)c2cc(-c3ccc4c(c3)OCO4)on2)cc1	11	-1	4	-3	4
57	CN(C)C(=O)CCc1ccc2c3c([nH]c2c1)[C@]1(CCC2CCCC2)[C@@H](C(=O)N2CCOCC2)C[C@H](CC(=O)NCc2cccc(C(F)(F)F)c2)C(=O)N1CC3	3	12	-4	22	3

No.	MsrA act	Neddyl block	Rin1-Abl PPI inh	CendR NRP1 mod
49	-3	·	-3	-2
50	0	i	1	17
51	-1	i	-3	-22
52	-2	i	-2	8
53	-2	i	-1	-10
54	1	i	-2	9
55	-6	i	5	-23
56	-7	i	-1	9
57	-2	i	0	-6

# Compound profiles, as listed above. Values in the order: SKN-1 inh, MLLE-PAM2 inh, MT1-MMP act inh, FAS TE block, eLon inh, MsrA act, Neddyl block, Rin1-Abl PPI inh, CendR NRP1 mod
# Record of C=CCn1c(SCC(=O)NCC2CCCO2)nnc1-c1ccncc1 (centres undefined) → -9, -6, 13, -6, 5, -12, i, 1, -6
# Record of CCOc1ccccc1N1CCN(C(=O)c2cccs2)CC1 → 8, -1, 0, -4, 1, -2, i, -2, 8
# Record of O=C(C1CCCN(S(=O)(=O)c2ccccc2)C1)N1CCCc2ccccc21 (centres undefined) → -9, 14, 4, 10, -13, -1, i, 1, 9
# Record of COc1ccc(NC(=O)c2cc(-c3ccc4c(c3)OCO4)on2)cc1 → 11, -1, 4, -3, 4, -7, i, -1, 9
# Record of CN(O)/C=C1\C(=O)Nc2ccccc21 → 16, 11, -2, -9, 3, 1, i, -2, 4

# From PubChem
